JMJD2C inh = inhibitors of GASC-1 histone demethylase, primary screen, biochemical, fluorescence, DELFIA europium; AID 2099, 2009; GST-JMJD2C(1-420) H3K9me3 demethylation; inhibition, % at 2.35 µM; actives 0.069% (n = 330,000);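 active = more than half of a compound's replicate wells show inhibition beyond 50%, single wells judged on their own value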;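 also: signal counts dimethyl H3K9 product captured on neutravidin plate; 0% = median of DMSO wells and 100% = 0.3 times that DMSO median; strong numbers were not always called active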
HCV core dimer = inhibitors of HCV core protein dimerization, primary screen, biochemical, TR-FRET, high-throughput; TR-FRET GST/Flag-core106 dimerization, 1536-well; actives 0.33% (n = 300,000); inhibition, % at 5 µM; AID 1899, 2009;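 active = inhibition above the mean of all tested compounds plus 3 SD, set per screening campaign, cut at about 45% in these data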
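assay system = GST-tagged and Flag-tagged HCV core protein residues 1-106 | controls = unlabelled core106 and no-GST-core106 wells | incubation = compound-protein-antibody incubation 4 h at 22.5 °C | probe or stimulus = Eu donor and XL665 acceptor anti-tag antibodies | read-out = % inhibition based on acceptor/donor emission ratio | signal = TR-FRET 671 and 617 nm emission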
Fh CTSL1 inh = Fasciola hepatica cathepsin L1 inhibitors, primary screen, counter-screen for PFM18AAP inhibitor project, biochemical, QFRET, fluorogenic peptide substrate; recombinant F. hepatica cathepsin L1, Z-Leu-Arg-MCA fluorescence; inhibition, % at 5.96 µM; actives 0.49% (n = 300,000); AID 1906, 2009;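 active = inhibition above the mean of all tested compounds plus 3 SD, set per screening campaign, cut at about 17% in these data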;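 also: 0% = plate median of test compound wells and 100% = 1 µM Z-Phe-Ala-diazomethylketone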
GRK2 aptamer HTS = compounds blocking aptamer binding on GRK2 – biochemical, human GRK2, bead flow cytometry, HTS, primary screen | Beta-adrenergic receptor kinase 1 (Homo sapiens), P25098 | FAM-aptamer displacement from GRK2 | inhibition of aptamer binding, % at 10 µM | actives 0.59% (n = 330,000);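 active = inhibition of aptamer binding above 40%, roughly 3 SD of noise, on plates passing a quality check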;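 also: median bead fluorescence of bound FAM aptamer so fluorescent compounds give negative values; no value below 0 was filed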
PP1 inh = PP1-alpha phosphatase inhibitors, primary screen, counter-screen for PP5 inhibitor project, biochemical, fluorescence, OMFP substrate, single point; AID 2235, 2010; purified PP1alpha; inhibition, % at 6.7 µM; Serine/threonine-protein phosphatase PP1-alpha catalytic subunit (Homo sapiens), P62136; actives 0.9% (n = 320,000);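 active = inhibition above the mean inhibition of all tested compounds plus 3 SD, computed separately for each screening campaign, cut at about 15% in these data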
VLA-4 inh = inhibition in human VLA-4 binding assay, primary screen, VLA-4 allosteric modulator project, MLPCN library, flow cytometry, VLA-4 expressing cells | Integrin alpha-4 (Homo sapiens), P13612 | actives 0.2% (n = 330,000) | ligand binding flow cytometry | inhibition, % (about 7 µM as worked out from the volumes in the protocol); in the data active = inhibition above about 50%
proCasp3 act = activators of human procaspase-3 D3A mutant, primary screen, biochemical, absorbance, PC-3 D3A mutant, single concentration | Caspase-3 (Homo sapiens), P42574 | recombinant procaspase-3 D3A, Ac-DEVD-pNA absorbance 405 nm | activation, % at 8.5 µM | actives 0.11% (n = 330,000);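 active = activation above the mean of all tested compounds plus 3 SD, cut at about 21% in these data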;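 also: 0% = DMSO alone and 100% = DMSO wells spiked with extra 5 µM PC-3 D3A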
Target sequence (P42574 whole entry D9A/D28A/D175A): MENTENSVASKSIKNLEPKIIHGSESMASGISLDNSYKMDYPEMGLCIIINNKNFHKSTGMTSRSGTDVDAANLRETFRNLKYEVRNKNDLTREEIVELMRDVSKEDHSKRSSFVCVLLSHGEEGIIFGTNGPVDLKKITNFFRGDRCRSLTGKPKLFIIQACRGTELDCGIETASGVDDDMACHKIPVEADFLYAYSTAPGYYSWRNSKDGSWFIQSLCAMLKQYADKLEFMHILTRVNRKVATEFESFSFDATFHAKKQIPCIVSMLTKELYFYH
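Compound: 8.5 µM single point, 0.8% DMSO / Material: Autoprocessing-dead procaspase-3 D3A mutant enzyme / Timing: 1 h preincubation plus 2 h reaction at 25 °C / Medium: Zinc-free HEPES/NaCl buffer with 0.01% Triton X-100 at pH 7.4 / Technique: 405 nm absorbance of p-nitroaniline, reads at 0 and 120 min / Repeats: one well per compound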
proCasp7 act = procaspase-7 activators, primary screen, counter-screen for procaspase-3 activator project, biochemical, absorbance, HTS, human. activation, % at 8.5 µM. recombinant procaspase-7, Ac-DEVD-pNA absorbance 405 nm; D23A/D198A/D206A triple mutant, cannot self-cleave; scale: DMSO 0, 5 µM enzyme 100. Caspase-7 (Homo sapiens), P55210. actives 0.093% (n = 330,000);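 active = percent activation above the screen-wide mean plus 3 SD, cut at about 25% in these data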
Target sequence (P55210 whole entry D23A/D198A/D206A): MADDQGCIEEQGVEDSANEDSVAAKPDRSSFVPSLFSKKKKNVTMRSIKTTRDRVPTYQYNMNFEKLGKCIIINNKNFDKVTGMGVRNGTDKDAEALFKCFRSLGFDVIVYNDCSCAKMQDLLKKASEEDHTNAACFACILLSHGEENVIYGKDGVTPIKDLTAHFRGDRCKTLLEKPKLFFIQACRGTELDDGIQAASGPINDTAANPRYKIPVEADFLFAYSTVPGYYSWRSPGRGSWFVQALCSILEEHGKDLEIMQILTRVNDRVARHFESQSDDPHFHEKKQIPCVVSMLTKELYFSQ
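Test system: Procaspase-7 triple mutant (PC-7 D3A). Also added: Ac-DEVD-pNA substrate, 400 µM as added. Schedule: 1 h enzyme–compound preincubation and 2 h substrate reaction, both 25 °C. Signal: p-Nitroaniline absorbance at 405 nm, read at 0 and 120 min. Control set: low DMSO alone, high DMSO plus 5 µM PC-7.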
PP5 primary = PP5 phosphatase inhibitors, primary screen, biochemical, fluorescence. purified PP5c, OMFP substrate fluorescence. actives 0.18% (n = 320,000). AID 1987, 2009. inhibition, % at 6.7 µM;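 active = inhibition above the campaign's mean inhibition across all tested compounds plus 3 SD, cut at about 9.5% in these data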;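 also: 0% = DMSO only and 100% = 100 µM cantharidin control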
Target sequence (P53041 whole entry, looked up): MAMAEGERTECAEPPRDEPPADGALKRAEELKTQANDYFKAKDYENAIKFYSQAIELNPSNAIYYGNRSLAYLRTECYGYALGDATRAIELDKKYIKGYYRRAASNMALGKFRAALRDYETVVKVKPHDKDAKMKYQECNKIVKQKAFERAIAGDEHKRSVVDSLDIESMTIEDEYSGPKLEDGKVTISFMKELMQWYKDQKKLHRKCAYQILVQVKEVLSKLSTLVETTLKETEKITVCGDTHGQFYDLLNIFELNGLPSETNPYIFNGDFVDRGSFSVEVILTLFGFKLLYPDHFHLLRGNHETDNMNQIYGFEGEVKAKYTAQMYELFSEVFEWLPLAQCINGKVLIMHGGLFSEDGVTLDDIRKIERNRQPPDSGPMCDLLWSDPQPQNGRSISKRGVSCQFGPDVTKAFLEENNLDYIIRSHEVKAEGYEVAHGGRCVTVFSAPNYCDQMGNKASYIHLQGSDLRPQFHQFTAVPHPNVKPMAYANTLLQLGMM
Active calls of the source: *; · = no result given; & = joins results of further samples. No enrichment for hits, and some 2.6% of all compounds hit somewhere here.

SMILES	JMJD2C inh	HCV core dimer	Fh CTSL1 inh	GRK2 aptamer HTS	PP1 inh	VLA-4 inh	proCasp3 act	proCasp7 act	PP5 primary
Cc1[nH][nH]c(=O)c1N=Nc1ccc(Cl)cc1	-3	-16	-3	7	4	-3	3	-13	3.5
O=C(N/N=C/c1cn[nH]c1-c1ccc(F)cc1)c1ccncc1	2	-4	3	2	-2	-9	-2	13	0.1
O=C(NCCN1CCN(C(=O)c2ccc([N+](=O)[O-])cc2)CC1)C(=O)NCc1ccccc1	2	11	-6	1	-5	18	-5	-8	0.7
CCc1ccc(N(CC(=O)N2CCCCCC2)S(C)(=O)=O)cc1	-5	-2	1	1	-1	-6	0	1	1.1
CN1CCC(N(C)S(=O)(=O)c2ccc(NC(=O)COc3ccc(Br)cc3Cl)cc2)CC1	-13	-1	2	0	1	5	6	-1	-0.7
COC(=O)c1cc(S(=O)(=O)NCc2ccccc2)c[nH]1	2	0	-2	2	-3	9	-1	11	-0.5
CCCCN(C(=O)COC(=O)c1nc2nccc(C)n2n1)C1CCS(=O)(=O)C1 (stereo not drawn)	10	·	·	0	-4	14	-2	8	-1.4
O=C(COc1nsnc1N1CCOCC1)Nc1ccc(Cl)cc1	-6	0	-2	3	4	3	5	-10	2.9
COCc1cc(=O)[nH]c(=S)[nH]1	-26	-2	-3	0	-6	21	12	7	-1.8
Cc1cccc(NC(=O)N(Cc2cc3cc(C)ccc3[nH]c2=O)CC2COCCO2)c1 (stereo not drawn)	10	3	-3	2	2	-6	6	13	1.4
COCC(=O)N(C)c1nnc(-c2cnc(C)cn2)s1	0	-11	1	5	3	8	6	14	0.3
S=c1[nH]nc(Cc2ccccc2)n1Cc1ccco1	7	-3	3	2	-3	4	-3	-5	-1.1

Full records as entered above.
S=c1[nH]nc(Cc2ccccc2)n1Cc1ccco1 in the list: JMJD2C inh: 7; HCV core dimer: -3; Fh CTSL1 inh: 3; GRK2 aptamer HTS: 2; PP1 inh: -3; VLA-4 inh: 4; proCasp3 act: -3; proCasp7 act: -5; PP5 primary: -1.1
O=C(COc1nsnc1N1CCOCC1)Nc1ccc(Cl)cc1 in the list: JMJD2C inh: -6; HCV core dimer: 0; Fh CTSL1 inh: -2; GRK2 aptamer HTS: 3; PP1 inh: 4; VLA-4 inh: 3; proCasp3 act: 5; proCasp7 act: -10; PP5 primary: 2.9
CCc1ccc(N(CC(=O)N2CCCCCC2)S(C)(=O)=O)cc1 in the list: JMJD2C inh: -5; HCV core dimer: -2; Fh CTSL1 inh: 1; GRK2 aptamer HTS: 1; PP1 inh: -1; VLA-4 inh: -6; proCasp3 act: 0; proCasp7 act: 1; PP5 primary: 1.1

Continuation.
SMILES	JMJD2C inh	HCV core dimer	Fh CTSL1 inh	GRK2 aptamer HTS	PP1 inh	VLA-4 inh	proCasp3 act	proCasp7 act	PP5 primary
CC(C)C(NC(=O)c1ccc(C(C)(C)C)cc1)C(=O)NC1=NCCS1 (stereo not drawn)	2	2	-1	0	1	8	3	-1	-0.3
O=C1c2ccccc2NC(c2ccc(Br)s2)N1O (stereo not drawn)	-8	17	6	1	2	2	1	0	-0.8
Cc1c(N(C)C(=O)C2CCCN2S(=O)(=O)c2ccccc2)c(=O)n(-c2ccccc2)n1C (stereo not drawn)	0	0	-1	0	-3	26	1	-2	2.8
Cc1nc2ccccc2c(C)c1CC(=O)N(C)CC(=O)Nc1cccc(F)c1	-3	16	3	2	-1	-19	-3	5	-0.1
COC(=O)c1ccc(C(=O)OC)c(NC(=O)COC(=O)C23CC4CC(CC(O)(C4)C2)C3)c1	33	0	-7	4	-6	-2	5	1	1.1
CC(C)CC(c1nnnn1C(C)C)N1CCN(C(=O)c2ccco2)CC1 (stereo not drawn)	5	-1	-7	2	-4	-1	1	2	-1.1
O=C(COC(=O)CNC(=O)c1ccccc1Cl)Nc1ncc(C(F)(F)F)cc1Cl	-10	-2	21*	0	0	-10	-2	-6	0.7
COc1ccc(C(C)(C)C)cc1NC(=O)CCNC(=O)c1ccco1	4	6	-2	0	-1	-2	-3	-6	0.1
CN(CC(O)COCc1cccs1)C1CCCCC1 (stereo not drawn)	6	-1	6	0	-3	-8	7	8	3.0
O=C(C(Cc1ccccc1)n1cccc1)N1CCN(c2ccccc2)CC1 (stereo not drawn)	5	6	0	0	-2	4	0	9	1.4
COc1ccc2[nH]cc(CCn3ccc(O)c(C/C=C/c4ccccc4)c3=O)c2c1	0	3	4	3	-3	10	-3	2	0.6
CN1C(C(=O)NCc2cccc(Br)c2)CC2Cn3c(nc4ccccc43)C21 (stereo not drawn)	51	8	-3	1	0	0	2	-2	2.4
O=C(NCc1ccc(Cl)cc1)C1CCN(S(=O)(=O)c2cccc3nonc23)CC1	27	3	2	0	0	-1	9	-7	1.3
CS(=O)(=O)N1CCCC(C(=O)NCc2cccs2)C1 (stereo not drawn)	83	4	2	0	-4	26	3	4	0.6
O=C(c1ccc2snnc2c1)N1CCSCC1	-11	-8	15	0	-2	-8	-2	-3	0.8
COc1ccc(CCn2c(=N)c(C(=O)NC3CCCCC3)cc3c(=O)n4ccccc4nc32)cc1	41	-3	6	4	-4	6	-7	-9	-0.9
O=C1COc2ccc(S(=O)(=O)NCc3ccccc3)cc2N1	-2	1	1	0	1	8	-4	9	2.2
Cc1cccnc1NC(=O)c1ccc(S(=O)(=O)N2CC(C)OC(C)C2)cc1 (stereo not drawn)	-3	0	-5	0	6	11	-2	8	-1.0
COc1ccc(CN(C(=O)c2ccc(C)cc2)C2CCS(=O)(=O)C2)cc1 (stereo not drawn)	-4	3	0	3	-2	-1	0	3	1.3
Cn1cccc1C(=O)NS(=O)(=O)c1ccccc1Cl	11	-9	0	4	-3	19	3	1	-0.7
O=c1nc2c(-c3ccccc3F)n[nH]n2c2ccccc12	-20	6	0	0	-2	-7	4	18	0.8
Cc1ccc2[nH]c(=O)c3cc(C(=O)N(C)C4CCCCC4)sc3c2c1	6	4	6	2	-2	17	-5	4	0.7
O=C(CN1C(=O)NC2(CCc3ccccc32)C1=O)c1ccc(Cl)cc1 (stereo not drawn)	0	0	-1	2	-1	12	9	1	-0.7
O=C(OCC(=O)N1CCCC1)c1ccccc1OCc1ccccc1	-5	0	6	6	2	12	2	-5	-8.2
Cc1ccc(-c2c(C)sc3nc[nH]c(=O)c23)cc1C	6	-11	10	4	3	-6	0	1	2.7
Clc1ccc(SCc2cn3cccnc3n2)cc1	6	-5	0	1	0	14	5	9	-1.8
COc1ccc(C(CCO)NC(=O)c2cccs2)cc1OC (stereo not drawn)	-20	-4	5	0	-4	3	3	7	-1.9
COC(=O)CCC(NC(=O)c1cc(-c2ccc3c(c2)OCCO3)oc1C)C(=O)OC (stereo not drawn)	24	0	-4	0	1	7	1	-5	0.7
Cc1ccccc1-n1ccnc1SCC(=O)Nc1cccc(S(=O)(=O)NC2=NCCC2)c1	8	·	·	2	·	-3	3	-2	·
Cc1oc2c(CN3CCOCC3)c(O)ccc2c(=O)c1-c1ccc(Br)cc1	-6&-2	4	-3	1	-3	-1	4	4	3.3
COC(=O)c1ccccc1NC(=O)NN1CCN(C)CC1	2	-5	3	0	-2	6	3	-6	0.3
Cc1cc(C)cc(N2C(=O)CC(n3ccnc3)C2=O)c1 (stereo not drawn)	8	-5	-2	2	-2	5	-6	5	1.5
COc1ccc(CCNS(=O)(=O)c2ccc(OC)cc2)cc1	125	-2	-2	2	-2	-23	7	11	2.5
Cc1nn2c(NCCCN(C)C)c3c(nc2c1-c1ccccc1)CCC3	9	-5	1	0	2	5	0	7	-1.8
CCN(CC)CCN(C(=O)c1ccccc1OC)c1nc2ccc(F)cc2s1	-6	-3	-2	1	4	10	7	3	3.6
COc1ccc2nc3c(nc2c1)CCCC3	-4	-3	1	2	4	3	-8	-13	0.8
O=C(O)c1ccc(-n2nnnc2SCc2ccccc2F)cc1	-9	0	-1	0	-4	4	2	-1	3.3
Cc1ccc(S(=O)(=O)NNC(=O)c2sc(=S)n(C)c2C)cc1	-24	-5	7	1	-1	17	2	-4	0.6
CCOC(=O)c1c(/N=C/C2=C(O)CC(C)(C)CC2=O)sc(C(C)=O)c1C	31	1	0	2	-7	-19	-9	0	-0.7
CC(C(=O)O)c1ccc(CC2CCCC2=O)cc1 (stereo not drawn)	0	8	-3	0	-2	-11	9	3	-0.2
CCOC(=O)CCCSc1nc2sc(C)c(C)c2c(=O)[nH]1	2	12	2	1	3	-8	11	10	-0.6
CNC(=O)CSc1cn(CC(=O)N(C(C)C)C(C)C)c2ccccc12	-29	-1	4	0	-3	10	-4	11	-1.1
O=C(/C=C/c1ccco1)Nc1cccnc1Cl	-4	2	5	2	-4	8	-19	-7	-0.8
O=C(O)C1CCCCC1C(=O)Nc1ccc(Cl)cc1Cl (stereo not drawn)	-8	-2	1	2	-1	5	-3	-2	7.1
CNC(=O)c1ccc(NC(=O)c2cc(S(=O)(=O)N3CCOCC3)ccc2N2CCCC2)cc1	8	·	·	2	-3	-5	5	10	0.3
COc1ccc(S(=O)(=O)NC2(C(F)(F)F)NC(=O)N(CCc3ccccc3)C2=O)cc1 (stereo not drawn)	11	4	-1	0	-1	2	-8	1	0.8
CCOC(=O)Cn1c(=O)oc2cc(S(=O)(=O)N3CCCC(C)C3)ccc21 (stereo not drawn)	-1	-10	0	1	-2	-15	3	-4	1.4
O=S(=O)(/N=C(/Nc1ccc(Cl)cc1Cl)c1ccccc1)c1cccs1	2	7	2	0	-1	-13	4	13	0.3
CN(C(=O)c1nn(C)c2c1CS(=O)(=O)c1ccccc1-2)c1cccc(Cl)c1	-3	-6	4	0	1	12	10	2	-0.7
CN1CCN(c2ccc([N+](=O)[O-])cc2C(=O)c2ccc(Cl)cc2)CC1	13	5	3	0	-5	7	-1	2	4.7
O=C(Nc1sc2c(c1C(=O)c1ccc(Cl)cc1)CCCC2)c1cccnc1	189	2	4	1	4	3	-1	7	-0.1
